RAD52 inh = RAD52 (human) annealing inhibition. P43351. recombinant RAD52 DNA annealing, FRET fluorescence. inhibition, % at 18.7 µM. actives 0.46% (n = 360,000). AID 651710;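 active = every replicate showing at least 50% inhibition; inconclusive = mean inhibition at least 50% but not in every replicate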
Target sequence (P43351 whole entry, looked up): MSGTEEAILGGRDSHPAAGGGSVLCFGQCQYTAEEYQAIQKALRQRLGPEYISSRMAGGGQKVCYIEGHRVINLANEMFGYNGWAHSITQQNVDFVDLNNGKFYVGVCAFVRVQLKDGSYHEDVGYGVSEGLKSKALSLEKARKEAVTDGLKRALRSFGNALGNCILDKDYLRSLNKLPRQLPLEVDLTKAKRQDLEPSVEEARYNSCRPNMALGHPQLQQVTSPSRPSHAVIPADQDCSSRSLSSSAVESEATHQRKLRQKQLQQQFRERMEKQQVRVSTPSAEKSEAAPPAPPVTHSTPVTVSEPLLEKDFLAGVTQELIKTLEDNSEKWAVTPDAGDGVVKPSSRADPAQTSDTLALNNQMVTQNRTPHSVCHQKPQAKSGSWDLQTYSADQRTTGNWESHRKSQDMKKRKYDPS
PglD DTNB = inhibitors of Campylobacter jejuni PglD acetyltransferase | purified PglD enzyme, DTNB colorimetric CoA detection | inhibition, % at 12.5 µM | actives 0.098% (n = 360,000) | AID 602405; in the data active = inhibition above about 16%, passing the limit was not always enough; inconclusive = no clear call, values can overlap the other calls; note: strong numbers were not always called active
miR-122 sensor = blocks miR-122 activity in Huh7 sensor cells; Huh7 miR-122 Renilla luciferase sensor, 48 h; neutral wells = 0, positive control = 100; activation (reporter increase), % at 12.5 µM; actives 0.3% (n = 340,000);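 active = mean replicate activation score at least 90 and every replicate individually at or above 90; inconclusive = only one of the two criteria met; inactive = neither criterion met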;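 note: higher luciferase means less miR-122 activity so hits act as miR-122 inhibitors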
RAD54 branch = RAD54 (human) branch migration inhibition; inhibition, % at 10.4 µM; actives 0.14% (n = 360,000); RAD54 Holliday junction branch migration, FAM/BHQ fluorescence; AID 602329; Q92698;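 active = mean normalized replicate activity at least 40 and at least half of replicates scoring 40 or more; inconclusive = only one of the two criteria met; inactive = mean below 40 and under half of replicates reaching 40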;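 note: 0% = median of neutral control wells and 100% = median of positive control wells; inhibitors cause a drop in the FAM fluorescence signal; in these data hits start at about 50%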
E-sel inducer = induces E-selectin expression in human endothelial cells; P16581; HUVEC E-selectin immunofluorescence imaging; normalized: neutral wells 0, TNF-alpha wells 100; activation, % at 7.58 µM; actives 0.37% (n = 260,000);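 active = mean E-selectin-positive cell signal at least 10% of the positive control, reached in at least 60% of replicates, without over 20% cell loss; inconclusive = no rule given, readout overlaps actives, possibly toxicity-flagged; inactive = the rest, including those meeting only one limit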;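 note: in these data hits start at about 27%; measured in HUVEC primary endothelial cells; signal is the percent of cells scored E-selectin positive by PE staining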
Target sequence (P16581 whole entry, looked up): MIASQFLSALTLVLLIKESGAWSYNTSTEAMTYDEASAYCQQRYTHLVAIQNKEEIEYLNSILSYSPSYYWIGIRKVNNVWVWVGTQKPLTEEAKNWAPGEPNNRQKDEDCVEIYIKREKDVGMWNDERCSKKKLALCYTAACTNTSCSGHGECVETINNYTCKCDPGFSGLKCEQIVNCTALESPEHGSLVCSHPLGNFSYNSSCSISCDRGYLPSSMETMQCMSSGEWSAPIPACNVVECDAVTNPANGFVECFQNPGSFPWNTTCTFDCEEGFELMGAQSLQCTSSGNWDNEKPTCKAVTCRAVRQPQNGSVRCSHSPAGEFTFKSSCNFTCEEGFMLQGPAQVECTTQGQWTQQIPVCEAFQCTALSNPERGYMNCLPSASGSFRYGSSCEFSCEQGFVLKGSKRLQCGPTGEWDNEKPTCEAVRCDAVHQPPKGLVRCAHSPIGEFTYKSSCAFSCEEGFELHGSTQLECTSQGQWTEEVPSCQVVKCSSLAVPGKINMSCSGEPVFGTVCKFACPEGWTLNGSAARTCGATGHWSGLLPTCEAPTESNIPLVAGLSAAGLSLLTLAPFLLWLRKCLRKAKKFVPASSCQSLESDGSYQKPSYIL
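Material: HUVEC primary endothelial cells; Amount: 3,000 cells per well; Dosing: single concentration; Medium: EGM-2 growth medium on 0.1% gelatin-coated wells; Read-out basis: percent E-selectin-positive cells; Signal: immunofluorescence imaging; Control set: TNF-alpha, DMSO.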
ERAP1 inh = blocks human ERAP1 aminopeptidase activity; recombinant ERAP1, Leu-AMC fluorescence, 60 min; inhibition, % at 10.7 µM; actives 0.15% (n = 340,000); Q9NZ08; AID 652197;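 active = mean replicate inhibition of at least 30%, or all replicates individually reaching that 30% level; inactive = mean below 30% and not every replicate reaching it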;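 note: 0% = neutral control wells and 100% = L-leucinethiol positive control wells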
PGC1a acetyl inh = modulators of PGC1a acetylation; U2OS PGC1a acetylation, AlphaScreen anti-acetyl-lysine; with virally co-expressed GCN5 acetyltransferase; inhibition, % at 15.6 µM; actives 0.17% (n = 350,000); AID 651687;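 active = every replicate shows inhibition of at least 40%; inconclusive = mean inhibition at least 40% but some replicate below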;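 note: 0% = neutral control wells and 100% = positive control wells; some results beyond the cut were filed as inactive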
Cneo AK release = Cryptococcus neoformans lysis via adenylate kinase release. C. neoformans lysis, adenylate kinase release luminescence, 4 h; normalised: neutral wells 0, clomiphene wells 100. lysis activity, % at 15 µM. actives 0.2% (n = 360,000). AID 651654;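 active = mean lysis activity across replicates of at least 80%, whatever share of replicates individually reach that level; inactive = mean lysis activity below 80%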
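read-out = cell lysis signal | test system = log-phase Cryptococcus neoformans yeast cells | input = cells at 5 × 10^6 per mL | medium = fresh YPD growth medium | signal = luminescent adenylate kinase detection reagent | timing = 4 h at 37 °C static, read 1 h later | dosing = single dose | controls = Clomiphene as positive lysis control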
The depositor's hits bear a star; ? = inconclusive; nt = no result given; & = joins results of further samples; [ ] = remark or other dose.

SMILES	RAD52 inh	PglD DTNB	miR-122 sensor	RAD54 branch	E-sel inducer	ERAP1 inh	PGC1a acetyl inh	Cneo AK release
Cc1ccccc1C(=O)Nc1ccc(N2CCCCCC2)cc1	-5.0	9.7	2.6	-0.6	nt	-1.2	7.3	-1.6
CCC(=O)N(C)C[C@@H]1Oc2cc(C#CC3CC3)ccc2S(=O)(=O)N([C@H](C)CO)C[C@H]1C	7.5	1.2	5.6[16.7 µM]	-6.8	0.4	2.5	-6.0	0.9
CCc1cccc(NC(=O)C2CCN(S(=O)(=O)c3cccs3)CC2)c1	-3.5	5.3	4.2	-0.8	nt	-0.2	-24.3	0.7
O=C(CN1CCN(c2ccccc2O)CC1)NCCCc1ccccc1	-6.4	nt	-3.2	nt	-0.3	3.3	12.9	nt
C[C@H](CO)N1C[C@H](C)[C@@H](CN(C)C(=O)Nc2ccc(C(F)(F)F)cc2)Oc2ccc(NC(=O)CCC(F)(F)F)cc2CC1=O	nt	4.8	6.8[16.7 µM]	-2.9	0.0	nt	-2.0	-3.3
COc1cc2c(cc1OC)C(C)N(S(=O)(=O)c1ccc(C)cc1)CC2 (configuration not stated)	-12.0	7.3	-0.2	-6.6	nt	-4.1	-0.5	0.9
CC1CC(C)CN(CCCNC(=O)Cn2cccc2C(=O)c2ccccc2)C1 (configuration not stated)	-7.9	2.1	-5.2	-11.5	nt	-4.2	nt	-0.7
O=C(/C=C/c1ccco1)Nc1cccc(C(=O)Nc2ccccc2C(=O)O)c1	-45.6	-2.9	-1.5	-3.0	nt	-4.2	-2.8	-4.3
O=C(Nc1ccc2oc(-c3ccncc3)nc2c1)c1ccc(F)cc1	4.3	-0.9	-0.2	-5.2	0.0	1.8	nt	-0.6
O=C1C(=O)N(CCN2CCCCC2)c2ccccc21	-1.5	-2.6	nt	-3.1	nt	-27.4	nt	4.8
O=C(CSc1nccc(=O)[nH]1)NC1CCCCCCC1	-8.2	-7.1	3.5	2.3	nt	0.2	3.7	0.7
COC(=O)c1ccc(CSc2nc3c(cnn3-c3ccc(Cl)cc3)c(=O)[nH]2)o1	nt	-3.5	0.0	-0.3	nt	nt	?	-0.4
Cc1ccc(S(=O)(=O)c2nc(-c3ccccc3)oc2NCCCN2CCOCC2)cc1	-8.6	6.5	nt	1.1	-0.2	-0.5	nt	4.1
CS(=O)(=O)N1CC2(C1)[C@H](c1ccccc1)[C@@H](CO)N2CCC(F)(F)F	-20.7	nt	nt	nt	-0.1	-2.1	0.2	nt
COc1ccc(C2C=C(c3ccc(F)cc3)NC(=S)N2)cc1OC (configuration not stated)	-11.1	nt	3.2	nt	-8.6	-2.8	-2.8	nt
COC(=O)NCC(C)OC(=O)Nc1cccc(Cl)c1 (configuration not stated)	nt	3.4	3.9	-9.0	nt	nt	6.2	-0.2
C[C@H]1CCCCO[C@H](CN(C)S(=O)(=O)c2cn(C)cn2)[C@@H](C)CN([C@@H](C)CO)C(=O)c2cc(NC(=O)NC3CCCCC3)ccc2O1	6.2	0.9	8.1[16.7 µM]	-1.8	0.1	-3.7	-4.7	0.5
COC(=O)C[C@@H]1CC[C@@H]2[C@H](COc3ccc(NC(=O)c4cc(C)on4)cc3C(=O)N2C)O1	-12.8	0.1	0.0[16.7 µM]	5.8	0.9	-0.2	4.0	-4.5
COc1ccc(C(=O)COC(=O)c2ccc3ccccc3n2)cc1	-10.0	2.1	-4.2	-20.7	nt	-0.6	2.8	-3.7
CCN(CCCNC(=O)C1CCC(=O)N1Cc1ccccc1Cl)c1cccc(C)c1 (configuration not stated)	nt	6.0	-3.4	-4.4	nt	nt	-6.2	-2.5
Cc1ccc(S(=O)(=O)Nc2ccc3c(c2)C(=O)N([C@H](C)CO)C[C@H](C)[C@H](CN(C)C(=O)c2ccncc2)OCCCC[C@@H](C)O3)cc1	nt	-1.2	3.4[16.7 µM]	nt	nt	nt	6.2	-0.3
COc1ccc(-c2cccc(-c3cc(=O)oc4cc5c(cc34)OCO5)c2)cc1	-17.2	-3.5	-2.4	-6.6	-3.8	nt	14.2	0.0
O=c1[nH]c2ccccc2n1C1CCCCC1	nt	0.1	-2.6	-3.8	nt	nt	-9.8	0.6
OCCNc1ncnc2c1ncn2[C@H]1CN(Cc2ccc(Cl)cc2)C[C@@H](CO)O1	-8.2	1.6	-11.3	-3.3	-0.3	-1.2	nt	0.9
C=CCSC1=N/C(=C\c2cc(OC)c3c(c2)OCO3)C(=O)S1	nt	3.5	-3.4	-0.4	nt	nt	10.8	-0.8
Cc1ccccc1NC(=O)CCNS(=O)(=O)c1ccc2c(c1)CCC(=O)N2	1.0	-0.7	-1.7	-13.1	0.2	5.7	-2.2	1.6
CC1=Nc2ccccc2N=C(NC(=O)CSc2nnnn2-c2ccccc2)C1c1ccccc1 (configuration not stated)	nt	3.7	-5.6	1.1	nt	nt	-4.9	-3.6
O=C(CN(C(=O)CNC(=O)c1ccco1)c1ccc(F)cc1)NC1CCCCC1	-6.2	-1.8	-2.3	-1.6	nt	-0.3	1.4	-0.3
Cc1ccc(S(=O)(=O)N2CCCN(C(=O)c3ccc(-n4nccc4C)cc3)CC2)cc1	-15.5	1.7	-4.0	-5.8	-0.8	-1.2	-12.2	-2.4
Cc1nc2ccc(NC(=O)c3nn(CC(C)C)c(=O)c4ccccc34)cc2s1	-194.6	5.1	-17.9	-3.7	nt	-0.9	nt	-1.8
COc1ccc(N(C)C(=O)c2ccc(NC(=O)CCS(=O)(=O)c3cccs3)cc2)cc1	-14.1	-1.6	0.5	-3.5	-0.2	2.0	4.3	1.9
CCOCCn1ccc2c(OCC(=O)Nc3ccccc3F)cccc2c1=O	-8.6	1.5	nt	4.5	3.5	0.8	9.7	3.0
COCC#Cc1ccc2c(c1)O[C@@H](CN(C)C(=O)Nc1ccc(OC)cc1)[C@H](C)CN([C@H](C)CO)S2(=O)=O	7.1&-0.7&0.3	-1.0&2.1	-3.9	-2.5&-4.2	-0.2&0.2	-3.3&0.0&1.9	-15.3&-13.4&-6.4	-2.5&2.1
COc1ccc(NC(=O)N(C)C[C@@H]2Oc3ccc(NS(C)(=O)=O)cc3C(=O)N([C@H](C)CO)C[C@@H]2C)cc1	-6.7	-0.8	-0.3[16.7 µM]	-2.9	-0.1	0.3	1.7	3.1
O=C(C1=C[C@H](c2ccccc2)C[C@H](OCCCCO)O1)N1CCN(Cc2ccccc2)CC1	-38.2	6.0	-4.8	-1.7	0.1	1.5	6.8	4.2
O=C(NCCCn1ccnc1)c1cn(Cc2ccc(F)cc2)nn1	nt	5.2	-0.3	9.2	nt	nt	5.7	-2.0
Cc1cc(C(=O)Nc2ccc3c(c2)C(=O)N(C)[C@H]2CC[C@@H](CC(=O)NCc4ccc(-c5ccccc5)cc4)O[C@@H]2CO3)no1	8.9	-1.6	nt	-2.7	0.3	3.2	nt	-4.5
Cc1ccc(S(=O)(=O)N2CCN(C(=S)NCc3ccc4c(c3)OCO4)CC2)cc1	-5.8	1.4	46.4	-7.1	nt	-3.7	-21.6	-0.9
COc1ccc(C)c(Cn2c(-c3nonc3N)nc3ccccc32)c1	nt	5.6	8.8	-15.9	nt	nt	-24.8	-0.1
O=C(Cn1cc(S(=O)(=O)N2CCCC2)c(S(=O)(=O)N2CCCC2)c1)NCc1ccco1	-9.3	-5.5	1.4	-2.1	nt	-0.4	10.5	1.0
C[C@H](CO)N1C[C@H](C)[C@H](CN(C)CC2CCCCC2)OCCCC[C@H](C)Oc2ccc(NC(=O)Nc3cccc4ccccc34)cc2C1=O	-2.1	6.8	-33.0[16.7 µM]	3.1	1.1	-4.0	-1.9	0.0
O=C(O/N=C1/CCSc2ccccc21)c1ccc(F)cc1	-12.5	-4.9	6.4	3.1	nt	4.8	-4.6	-5.4
CCCCOc1cccc(C(=O)Nc2ccc(N3CCN(CC)CC3)cc2)c1	nt	1.7	5.8	1.7	nt	nt	-5.4	0.5
CC(Sc1nnc(-c2cccnc2)n1N)C(=O)NCCC1=CCCCC1 (configuration not stated)	1.4	-3.3	-6.0	-7.5	-1.4	1.3	-2.4	0.2
C[C@@H]1CN([C@@H](C)CO)C(=O)c2cc(C#CC3CCCCC3)cnc2O[C@@H]1CN(C)C(=O)c1ccncc1	1.2	2.9	-1.5[16.7 µM]	6.5	0.1	-1.6	2.3	9.8
COc1cc2nc(CN3CCN(S(=O)(=O)c4c(F)cccc4F)CC3)[nH]c(=O)c2cc1OC	-7.1	-0.8	nt	5.6	nt	1.2	4.5	-1.5
O=C(Nc1ccccc1F)N1CC(=O)N2[C@@H](CO)[C@H](c3ccc(C#Cc4ccc(F)cc4)cc3)[C@@H]2C1	-3.0	nt	nt	nt	0.3	1.2	13.1	nt
COc1ccc(CCNC(=O)CCc2ccc(S(=O)(=O)NC(C)C)cc2)cc1	-9.4	0.8	-2.8	0.7	nt	1.2	0.5	-1.4

Record cards, as listed above. Values in the order: RAD52 inh	PglD DTNB	miR-122 sensor	RAD54 branch	E-sel inducer	ERAP1 inh	PGC1a acetyl inh	Cneo AK release
Entry for COC(=O)NCC(C)OC(=O)Nc1cccc(Cl)c1 (configuration not stated) : nt	3.4	3.9	-9.0	nt	nt	6.2	-0.2
Entry for CS(=O)(=O)N1CC2(C1)[C@H](c1ccccc1)[C@@H](CO)N2CCC(F)(F)F : -20.7	nt	nt	nt	-0.1	-2.1	0.2	nt
Entry for CC1=Nc2ccccc2N=C(NC(=O)CSc2nnnn2-c2ccccc2)C1c1ccccc1 (configuration not stated) : nt	3.7	-5.6	1.1	nt	nt	-4.9	-3.6
Entry for COc1ccc(-c2cccc(-c3cc(=O)oc4cc5c(cc34)OCO5)c2)cc1 : -17.2	-3.5	-2.4	-6.6	-3.8	nt	14.2	0.0
Entry for CCC(=O)N(C)C[C@@H]1Oc2cc(C#CC3CC3)ccc2S(=O)(=O)N([C@H](C)CO)C[C@H]1C : 7.5	1.2	5.6[16.7 µM]	-6.8	0.4	2.5	-6.0	0.9

Later entries:
SMILES	RAD52 inh	PglD DTNB	miR-122 sensor	RAD54 branch	E-sel inducer	ERAP1 inh	PGC1a acetyl inh	Cneo AK release
OC[C@@H]1[C@@H](c2ccc(C#CC3(O)CCCC3)cc2)[C@@H]2CN(Cc3cncnc3)CCCCN12	-2.1	3.3	7.2[16.7 µM]	16.2	-0.2	-5.1	11.1	-3.2
C[C@H]1CN([C@@H](C)CO)C(=O)c2ccccc2-c2ccccc2CO[C@H]1CN(C)C(=O)NC1CCCCC1	2.6	0.7	nt	10.2	-0.3	1.0	-6.7	38.9
O=C(/C=C/c1ccc(N2CCCCC2)c([N+](=O)[O-])c1)c1ccc(O)cc1	-12.2	2.0	-4.6	-4.0	-0.6	-5.7	-50.8	-7.7
CCCc1cc(=O)oc2cc(C)cc(OC(C)C(=O)NCC3CCC(C(=O)O)CC3)c12 (configuration not stated)	-9.2	4.3	-20.7	3.9	nt	20.5	-3.0	1.5
